Screening data deposited in PubChem by several laboratories.
VIM-2 inhibitor – blocks Pseudomonas aeruginosa VIM-2 metallo-beta-lactamase; purified VIM-2, nitrocefin hydrolysis, epi-absorbance fluorescence; inhibition, % at 5.6 µM; actives 0.89% (n = 290,000);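 active means inhibition above the mean of all tested compounds plus 3 SD, cutoff set per screening run, cut at about 7.5% in these data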;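 further: red hydrolysis product quenches plate fluorescence so inhibitors raise well fluorescence; 0% = enzyme with DMSO and 100% = DMSO without enzyme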
SUMO HTRF inh – blocks human SUMOylation mediated by UBC9. P63279. HTRF SUMOylation assay, SAE1/SAE2 + UBC9, in vitro. inhibition, % at 35 µM. actives 0.36% (n = 290,000). AID 2006; in the data active means inhibition above about 50%, passing the limit was not always enough; further: strong numbers were not always called active
IDE cell activ – IDE (human) activation, cell-based; HEK cells, FAbeta-B cleavage, fluorescence polarization; 0% vehicle, 100% cell-free pure enzyme wells; activation, % at 5.96 µM; actives 0.073% (n = 340,000);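 active means activation above the mean of all tested compounds plus 3 SD, set per screening campaign, cut at about 17% in these data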
Target sequence (P14735 whole entry, looked up): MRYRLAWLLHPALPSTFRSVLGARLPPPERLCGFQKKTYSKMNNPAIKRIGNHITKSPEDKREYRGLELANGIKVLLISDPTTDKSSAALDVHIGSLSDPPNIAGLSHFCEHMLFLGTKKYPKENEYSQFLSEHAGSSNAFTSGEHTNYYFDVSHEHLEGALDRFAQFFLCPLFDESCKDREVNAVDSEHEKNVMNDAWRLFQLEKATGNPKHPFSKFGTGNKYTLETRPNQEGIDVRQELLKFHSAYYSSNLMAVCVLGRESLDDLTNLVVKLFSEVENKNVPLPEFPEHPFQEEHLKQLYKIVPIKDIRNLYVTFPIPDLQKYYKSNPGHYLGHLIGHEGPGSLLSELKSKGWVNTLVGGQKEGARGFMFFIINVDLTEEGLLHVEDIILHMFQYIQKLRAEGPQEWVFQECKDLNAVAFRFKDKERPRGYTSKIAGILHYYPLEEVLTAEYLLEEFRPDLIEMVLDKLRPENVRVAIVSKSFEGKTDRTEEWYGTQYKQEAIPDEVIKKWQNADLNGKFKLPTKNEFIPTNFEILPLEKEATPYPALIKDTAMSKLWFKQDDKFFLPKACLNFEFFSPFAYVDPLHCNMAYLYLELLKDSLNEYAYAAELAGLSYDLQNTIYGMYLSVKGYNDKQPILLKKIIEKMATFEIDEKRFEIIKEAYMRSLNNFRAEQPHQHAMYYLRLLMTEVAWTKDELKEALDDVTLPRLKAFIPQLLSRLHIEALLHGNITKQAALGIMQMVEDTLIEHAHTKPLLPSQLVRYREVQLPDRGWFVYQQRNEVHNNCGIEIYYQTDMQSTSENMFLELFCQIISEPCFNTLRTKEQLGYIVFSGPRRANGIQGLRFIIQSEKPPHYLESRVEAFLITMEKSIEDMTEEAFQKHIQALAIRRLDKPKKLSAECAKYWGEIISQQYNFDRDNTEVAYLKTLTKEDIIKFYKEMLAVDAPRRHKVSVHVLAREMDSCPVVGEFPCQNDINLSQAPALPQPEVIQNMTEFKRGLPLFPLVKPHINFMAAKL
NS3 helicase inh – blocks Hepatitis C virus NS3 helicase unwinding. NS3 helicase DNA unwinding, Cy5 molecular beacon fluorescence. inhibition, % at 10.9 µM. actives 0.56% (n = 290,000). AID 1800;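 active means inhibition above the mean of all tested compounds plus 3 SD, set per campaign, cut at about 35% in these data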;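 further: 0% = DMSO wells and 100% = thioflavine S control wells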
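Compound dosing – single dose, 10.9 µM nominal final, DMSO 0.8% final · System – NS3 helicase fragment of HCV · Buffer or medium – MOPS pH 6.5, MgCl2, DTT, Tween20, BSA · Signal – Cy5 beacon fluorescence read at start and 1 h · Also added – annealed dual-labelled DNA beacon duplex, ATP-started · Schedule – 1 h at 25 °C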
MEKK3 PB1 HTS – modulators (inhibitors or enhancers) of MEK5 binding to human MEKK3 PB1 domain | Q99759 | binding response (% of control), % at 10 µM | bead-based flow cytometry, Alexa488-MEK5 binding to MEKK3; actives lie on both sides; 0 = blocked by unlabeled MEK5, 100 = vehicle | actives 1.4% (n = 290,000) | AID 1529;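 active means binding response more than 3 SD above or below the average of its plate-row segment, actives on both sides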;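 further: Alexa488 bead fluorescence after subtracting the streptavidin-only scavenger bead signal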
IMP-1 inhibitor – inhibitors of Pseudomonas aeruginosa IMP-1 metallo-beta-lactamase; purified IMP-1, nitrocefin hydrolysis, epi-absorbance fluorescence; inhibition, % at 5.6 µM; actives 0.45% (n = 290,000); AID 1556;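 active means inhibition above the mean plus 3 SD of all compounds in the same screening run, cut at about 4.5% in these data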;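 further: 0% = IMP-1 with DMSO and 100% = DMSO wells lacking enzyme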
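assay system = purified recombinant IMP-1 metallo-beta-lactamase enzyme | schedule = 15 min preincubation plus 25 min reaction at 25 °C | signal = Epi-absorbance fluorescence, 480 nm excitation, 530 nm emission | read-out basis = percent inhibition from optical density relative to buffer-blank wells | controls = IMP-1 with DMSO as 0%, enzyme-free DMSO as 100%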
p-CIP stab down – lowers stability of the mouse p/CIP coactivator protein; Q05BA5; F442A p/CIP-EGFP cells, EGFP fluorescence, 16 h; decrease of EGFP signal, % at 10 µM; actives 0.01% (n = 290,000); AID 1984;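 active means EGFP signal decrease of at least 30% at 10 µM or well 3 SD below plate mean, unless failing retest; inactive means the rest, including hits failing retest or dose response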; further: some compounds called inactive have numbers as strong as hits; many of its hits are not listed in these tables
PHOSPHO1 block – inhibitors of human PHOSPHO1 phosphatase; recombinant PHOSPHO1, absorbance phosphatase assay; inhibition, % at 13.3 µM; actives 1.1% (n = 290,000); AID 1565; in the data active means inhibition above about 60%
FID counter – fluorescent intercalator displacement, NS3 helicase counter-screen; actives 0.17% (n = 290,000); inhibition, % at 7.9 µM; DNA fluorescent intercalator displacement, fluorescence; in the data active means inhibition above about 37%;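 further: 0% = vehicle and 100% = reference compound; higher means more ethidium bromide displaced from hairpin DNA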
Numbers without * were called inactive; nt = no result given; [ ] = remark or other dose. Some of the compounds tested; the hit share may differ from the screen's.

SMILES | VIM-2 inhibitor | SUMO HTRF inh | IDE cell activ | NS3 helicase inh | MEKK3 PB1 HTS | IMP-1 inhibitor | p-CIP stab down | PHOSPHO1 block | FID counter
Cc1cc(=O)[nH]c(N/N=C/c2ccccn2)n1 | -1.0 | -9 | -3 | -10 | 93 | -1.1 | -9 | 5 | -8
CCc1ccc2oc(C(=O)Nc3nonc3CC)c(C)c2c1 | -1.2 | -6 | 1 | -9 | 100 | -2.0 | 4 | 15 | -17
CCOc1ccc(S(=O)(=O)NC(Cc2cnc[nH]2)C(=O)O)cc1 (stereo not given) | 1.1 | 10 | 3 | -6 | 67 | -1.1 | 13 | 36 | 1
COc1ccc2c(c1)CCc1cc(C(=O)O)sc1-2 | -1.6 | 26 | 2 | 2 | 105 | -2.1 | -3 | 33 | -2
Cc1cc(N2CCN(c3ccccn3)CC2)n2c(nc3ccccc32)c1C#N | 0.9 | 20 | 4 | 3 | 90 | -3.2 | -6 | 18 | 2
O=C(Nc1ccccc1N1CCOCC1)c1ccc2c(c1)OCO2 | -4.1 | 13 | 1 | 6 | 99 | -1.1 | 0 | 32 | -7
O=C1C(=O)N(Cc2ccncc2)C(c2ccccc2F)/C1=C(\O)c1ccc2c(c1)OCCO2 (stereo not given) | 11* | -5 | -1 | 16 | 100 | -4.1 | 10 | -4 | -45
Cc1noc(C)c1C(=O)NNc1cc(Cl)ccc1Cl | -0.4 | 2 | 7 | 2 | 86 | -2.7 | -14 | 8 | -1
c1ccc(C2CC(c3ccccc3)C(c3ccccc3)N2)cc1 (stereo not given) | 0.5 | -25 | -1 | -21 | 107 | -0.6 | 5 | 24 | 11
CCc1ccccc1NC(=O)c1cc(-c2cccc(O)c2)on1 | -6.1 | 0 | -2 | -5 | 90 | -2.6 | 2 | -11 | -5
Cc1cc(C)c2c(c1)[C@@H]1C=CC[C@@H]1[C@H](c1ccc(S(=O)(=O)N3CCOCC3)cc1)N2 | -1.2 | 25 | 2 | 16 | 104 | 8.1* | 4 | -2 | -7
Cc1ccccc1CN1CCN(S(C)(=O)=O)CC1 | -1.6 | -7 | 4 | 3 | 96 | -5.6 | 2 | 0 | 1
CCN1C(=O)/C(=C/c2ccc(C)o2)N(C)C1=S | -0.6 | 18 | -10 | 17 | 94 | -1.8 | -9 | -1 | -3
Cc1ccc(S(=O)(=O)Oc2ccc(C(c3c(C)[nH][nH]c3=O)c3c(C)[nH][nH]c3=O)cc2)cc1 | -1.6 | -23 | 2 | 12 | 99 | -4.1 | 0 | -14 | -36
Cc1ccc2c(c1)NC(=O)C(CC(=O)Nc1ccc(Br)c(C)c1)O2 (stereo not given) | -3.0 | 17 | 4 | -14 | 95 | -2.8 | -8 | nt | -10
CC(=O)N1c2ccc(S(=O)(=O)N3CCCC3C(=O)NCc3ccccc3Cl)cc2CC1C (stereo not given) | -0.8 | 7 | 5 | -8 | 98 | -1.1 | -15 | -4 | -43
Cc1ccc(C(=O)N(CC(=O)NC2CCCC2)Cc2cccs2)s1 | -3.0 | 22 | 6 | -8 | 104 | -0.8 | 7 | 2 | -22
CCCn1c(SCC(=O)Nc2ccc(OCC)cc2)nnc1C(C)C | -2.7 | 19 | 3 | 7 | 100 | -1.9 | -9 | 9 | -19
Cc1ccc(/C=C2\SC(=S)N(CCCC(=O)Nc3cccnc3)C2=O)cc1 | -0.5 | 0 | 1 | -17 | 99 | 0.1 | 0 | 28 | -20
CC(/C=N/NC(=O)c1cc(-c2ccc(C)s2)[nH]n1)=C\c1ccccc1 | -1.7 | -4 | 0 | 5 | 95 | -0.6 | 3 | -9 | -6
CC(C)C(=O)c1cn(CC(=O)NCc2ccco2)c2ccccc12 | -2.6 | 8 | -4 | 7 | 107 | -3.5 | -9 | 16 | -1
O=C(CNC(=S)N(Cc1ccccc1)Cc1cccnc1)NCCc1ccccc1 | 0.9 | 11 | -2 | -15 | 96 | 0.1 | -4 | -5 | -33
COCCn1c(COc2cccc(OC)c2)nnc1SCC(=O)NC1CCCC1 | -2.6 | 25 | 6 | 11 | 102 | -0.6 | 0 | 24 | -29
CCSc1nnc2c(n1)OC=Nc1ccc(Br)cc1-2 | -2.8 | -6 | 0 | 4 | 118 | -1.6 | 7 | 7 | -1
CSc1ccccc1NC(=O)COc1ccc(S(=O)(=O)N2CCCC2)cc1 | -1.9 | -3 | 2 | -6 | 79 | -4.7 | -15 | -3 | -32
Further records follow:
SMILES | VIM-2 inhibitor | SUMO HTRF inh | IDE cell activ | NS3 helicase inh | MEKK3 PB1 HTS | IMP-1 inhibitor | p-CIP stab down | PHOSPHO1 block | FID counter
Cc1nc(NC(C)C)c2oc3ccccc3c2n1 | 3.8 | -8 | -3 | 1 | 99 | -1.3 | -3 | 21 | 2
CC(C)N1CC(C(=O)Nc2ccc(C#N)cc2)CC1=O (stereo not given) | 2.6 | 17 | 0 | -3 | 105 | 1.0 | -8 | 9 | -1
COc1cc(NC(=O)c2csc(-c3ccncc3)n2)cc(C(=O)Nc2cccc(C(F)(F)F)c2)c1 | nt | -19 | 2 | nt | 87 | nt | -6 | 35 | nt
COc1ccc(C(=O)Oc2cccnc2)cc1 | -0.4 | 22 | -3 | 1 | 103 | -2.1 | -3 | 5 | 1
Cc1cc(N2CCCCC2)c(F)cc1[N+](=O)[O-] | -0.3 | 1 | 2 | 4 | 101 | -0.1 | -4 | 5 | 4
CS(=O)(=O)N(CC(=O)NN=C1CCCCCC1)c1ccc(Oc2ccccc2)cc1 | -2.1 | -1 | -5 | -5 | 100 | -3.2 | 13 | 5 | -10
COC(=O)C(C)Sc1n[nH]c(=S)s1 (stereo not given) | -3.5 | 8 | -5 | 6 | 102 | -4.8 | -13 | 102* | -3
CCCCn1c(N)c(N(CCOC)C(=O)c2ccc3c(c2)C(=O)N(c2cc(C)ccc2C)C3=O)c(=O)[nH]c1=O | -1.6 | 3 | 5 | 3 | 105 | -1.0 | -2 | 29 | -43
COc1ccc2nc3ccccc3nc2c1NC(=O)c1ccc(Cl)cc1Cl | -2.0 | -2 | -8 | -4 | 93 | -0.9 | -1 | -14 | 6
CCOc1ccc(OCCOCCNCCOC)cc1 | -2.5 | 3 | 4 | 0 | 103 | -2.3 | 2 | -6 | 2
CC(=O)N1CCSc2ccc(S(=O)(=O)N3CCC(C)CC3)cc21 | -2.1 | 12 | -1 | -14 | 99 | -1.3 | -19 | -4 | -21
O=c1c2cn[nH]c2nc(SCc2ccc3c(c2)OCCO3)n1-c1ccccc1 | -2.3 | -13 | -16 | 1 | 112 | -5.2 | -7 | -9 | -33
Nc1ccc2nc(NC(=O)C3CCCCC3)sc2c1 | 2.1 | 2 | 1 | -3 | 99 | -2.8 | -5 | 46 | 6
COc1ccc(C(=O)c2c(C)c3ccccc3n2CC(O)CNC(C)C)cc1 (stereo not given) | -1.3 | -30 | 5 | -68 | 92 | 1.4 | -5 | -6 | 37*
NNC(=O)c1cc2c(s1)-c1cc(Cl)ccc1SC2 | -4.6 | 21 | nt | 18 | 102 | -3.4 | -6 | 22 | -4
CC(C)(C)OC(=O)N1CCCC1C(=O)NC(Cc1ccccc1)C(=O)O (stereo not given) | -3.0 | 9 | 2 | -2 | 89 | -2.5 | 1 | 28 | -4
Cc1ccc(C2C(C#N)=C(N)SC(N)=C2C#N)c(C)c1 | -1.9 | 29 | -30 | 36* | 95 | 4.5 | -9 | 9 | 2
FC(F)(F)c1nnc(N2CCN(c3ccc(Cl)cc3)CC2)s1 | -0.8 | 30 | -3 | 17 | 92 | -1.7 | 2 | 22 | -3
Cc1nnc(SCC(=O)Nc2cc(C(F)(F)F)ccc2N2CCOCC2)o1 | 2.5 | -1 | 0 | -5 | 105 | 1.2 | 3 | -17 | -11
CCN(CC)C(=O)C1CCCN(C/C(C)=C/c2ccccc2)C1 (stereo not given) | -3.7 | 28 | 10 | 0 | 105 | -3.8 | -22 | 8 | 4
CCN(c1ccc(NC(=O)COC(=O)CCc2nc3ccccc3n2-c2ccccc2)cc1)C(C)C | -4.2 | -19 | 3 | -8 | 115 | -2.2 | -3 | -1 | -1
CCOc1cc(C)c(Cl)cc1S(=O)(=O)NCc1ccc2c(c1)OCO2 | -1.5 | -8 | -2 | -4 | 81*[inhibitor] | -4.8 | -16 | 11 | -22
O=C(NNC(=S)NC1CC2C=CC1C2)c1ccncc1 (stereo not given) | -5.2 | -6 | -1 | -15 | 96 | -3.2 | -2 | -10 | -3
CN(CC(=O)Nc1ccccc1Br)c1ncnc2sccc12 | -2.1 | 4 | 3 | -4 | 104 | 0.3 | -13 | -7 | -2
COc1ccc(C(C(=O)NC2CCCC2)N(Cc2ccc(F)cc2)C(=O)c2ccn[nH]2)cc1OC (stereo not given) | -5.2 | 7 | 0 | -5 | 105 | -2.4 | -11 | 7 | -16
Other records:
SMILES | VIM-2 inhibitor | SUMO HTRF inh | IDE cell activ | NS3 helicase inh | MEKK3 PB1 HTS | IMP-1 inhibitor | p-CIP stab down | PHOSPHO1 block | FID counter
Cc1nc2cc(NC(=O)N3CCN(c4ccccn4)CC3)ccc2o1 | -3.7 | 6 | 5 | -1 | 101 | -1.9 | -16 | -17 | -10
COc1ccccc1NC(=O)Cn1c(C)nc2c(sc(=S)n2Cc2ccco2)c1=O | -0.7 | 14 | -1 | -3 | 101 | -1.5 | 4 | 16 | -23
COc1ccccc1CNC(=O)Cc1ccc(OC)c(OC)c1 | 0.6 | 1 | 3 | 2 | 98 | 0.2 | 7 | -36 | -7
CCN(CC)CCn1c(OC)cc(=O)[nH]c1=O | -3.6 | -10 | 0 | 0 | 88 | -2.1 | -5 | 18 | 0
COc1ccccc1C(CNC(=O)c1ccc(S(=O)(=O)NCc2ccco2)cc1)N(C)C (stereo not given) | -2.0 | -6 | -3 | 3 | 95 | -3.4 | 3 | -10 | 4
CN(C)CCCNS(=O)(=O)c1ccc(NC2CCCCCC2)c([N+](=O)[O-])c1 | -1.8 | -6 | 3 | -66 | 104 | -2.6 | 5 | 10 | 31
COc1ccccc1OCC(=O)N1CC2(C)CC1CC(C)(C)C2 (stereo not given) | -2.4 | 8 | -1 | -3 | 98 | -1.9 | -2 | 2 | -29
O=C(CN(Cc1ccc(F)cc1)C(=O)CCC(=O)Nc1ccccn1)NCc1ccc(F)cc1 | -2.1 | -1 | 3 | -11 | 100 | -3.3 | 0 | 32 | -39
